# NALP3 yeast inh = NALP3 inhibition in yeast. Yeast reconstituted NLRP3/ASC/caspase-1, beta-gal luminescence, 24 h. inhibition, % at 10 µM. hit rate 0.39% among 330,000. AID 2825;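 active means inhibition of 50% or more; inactive means inhibition below 50%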;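 further: plate controls were induced DMSO wells for no effect and uninduced yeast grown without galactose for full effect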
# TIM10 inh = TIM10 yeast growth inhibition; hit rate 1.4% among 330,000; inhibition, % at 10 µM; S. cerevisiae TIM10 strain growth, BacTiter-Glo luminescence, 24 h; AID 463195;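 active means inhibition of 40% or more at the single tested concentration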;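 further: wild-type TIM10 isogenic control strain grown at permissive 25 °C; 0% = DMSO yeast wells and 100% = minimal medium wells without yeast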
# hIAP block = blocks human intestinal alkaline phosphatase; P09923; purified IAP, CDP-Star luminescence, 30 min; inhibition, % at 10 µM; hit rate 0.12% among 330,000;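 active means inhibition reaching a set limit with compound at 10 µM in the primary screen, cut at about 35% in these data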;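 further: plate controls were DMSO wells with enzyme for no effect and no-enzyme buffer wells for full effect; values of inactives mirror those of a sister screen read the other way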
# Target sequence (P09923 whole entry, looked up): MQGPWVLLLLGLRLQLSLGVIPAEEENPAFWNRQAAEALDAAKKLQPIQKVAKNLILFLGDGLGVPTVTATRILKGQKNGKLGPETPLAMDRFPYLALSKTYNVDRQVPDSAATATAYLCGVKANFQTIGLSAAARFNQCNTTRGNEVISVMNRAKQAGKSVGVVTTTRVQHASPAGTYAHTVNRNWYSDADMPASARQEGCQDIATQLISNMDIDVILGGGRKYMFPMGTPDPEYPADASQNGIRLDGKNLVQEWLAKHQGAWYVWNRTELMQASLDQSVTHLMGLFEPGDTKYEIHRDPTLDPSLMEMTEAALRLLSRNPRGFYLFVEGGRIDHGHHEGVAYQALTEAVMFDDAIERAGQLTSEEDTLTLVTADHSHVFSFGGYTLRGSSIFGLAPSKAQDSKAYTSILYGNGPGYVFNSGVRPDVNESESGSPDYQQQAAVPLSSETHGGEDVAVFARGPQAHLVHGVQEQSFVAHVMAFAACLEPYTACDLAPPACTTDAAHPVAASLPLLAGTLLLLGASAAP
# hIAP act = increases human intestinal alkaline phosphatase activity; hit rate 0.16% among 330,000; activation factor at 10 µM; AID 2524; purified human IAP, CDP-Star luminescence, 30 min; active compounds read high; 1 = vehicle-only enzyme, 0 = enzyme-free background; P09923;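 active means activation factor of the enzyme at least 2-fold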; further: the source names both 10 and 20 µM as test concentration; values of inactives mirror those of a sister screen read the other way
# tim10-1 inh = growth inhibitors of tim10-1 mutant yeast | S. cerevisiae tim10-1 ts strain growth, BacTiter-Glo, 24 h | hit rate 2.2% among 330,000 | inhibition, % at 20 µM;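 active means inhibition of at least 40%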;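 further: mutant grown at 25 °C; 0% = DMSO wells with yeast and 100% = wells holding no yeast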
# mIAP act = increases mouse intestinal alkaline phosphatase activity | muIAP, CDP-Star luminescence, 30 min; active compounds read high; 1 = vehicle-only enzyme signal, 0 = enzyme-free wells | activation factor at 10 µM | hit rate 0.24% among 330,000 | AID 2805;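 active means activation factor of at least 2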; further: the source names both 10 and 20 µM as test concentration; values of inactives mirror those of a sister screen read the other way
#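 System: mouse IAP enzyme. Reagent: CDP-Star chemiluminescent phosphatase substrate. Benchmarks: DMSO wells, no-enzyme wells. Times: 30 min enzyme-substrate-compound incubation at room temperature. Detection: luminescence from enzymatic CDP-Star hydrolysis. Doses: test compounds delivered from DMSO solution.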
# Apaf-1 inh = human Apaf-1 inhibition; inhibition, % at 20 µM; O14727; reconstituted apoptosome caspase-3 activity, DEVD-Rh110 fluorescence; hit rate 0.71% among 330,000; AID 489030; active means inhibition of at least 40% at 20 µM;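 further: plate controls were DMSO wells for no effect and DEVD-CHO caspase inhibitor wells for full effect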
#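 Material: cell-free apoptosome with Apaf-1, procaspase-3 and caspase-9; Buffer or medium: Hepes pH 7.5 with detergent and BSA; Reagent: cytochrome c trigger plus (Z-DEVD)2-Rh110 caspase-3 substrate; Times: compound with Apaf-1, dATP, procaspase-3 30 min, then 50 min reaction, room temperature; Technique: Rh110 fluorescence intensity.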
# ATG4B inhibitor = ATG4B (human) cysteine protease inhibition; ATG4B cleavage of LC3-PLA2, NBD-HPC fluorescence, 1 h; inhibition, % at 8.33 µM; Q9Y4P1; AID 504462; hit rate 0.51% among 340,000; in the data active means inhibition above about 40%
# Target sequence (Q9Y4P1 whole entry, looked up): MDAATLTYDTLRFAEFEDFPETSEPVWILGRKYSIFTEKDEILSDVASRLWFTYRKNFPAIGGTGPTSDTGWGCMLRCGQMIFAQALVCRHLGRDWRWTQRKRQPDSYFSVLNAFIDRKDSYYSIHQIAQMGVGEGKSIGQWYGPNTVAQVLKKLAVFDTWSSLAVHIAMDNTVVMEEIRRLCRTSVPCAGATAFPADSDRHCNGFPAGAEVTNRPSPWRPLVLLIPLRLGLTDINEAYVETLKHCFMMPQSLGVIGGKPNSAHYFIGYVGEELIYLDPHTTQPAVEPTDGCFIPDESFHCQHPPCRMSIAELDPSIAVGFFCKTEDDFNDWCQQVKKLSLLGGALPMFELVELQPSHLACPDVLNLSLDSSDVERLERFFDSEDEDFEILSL
# mIAP inh = blocks mouse intestinal alkaline phosphatase. purified mouse IAP, CDP-Star luminescence, 30 min. inhibition, % at 10 µM. hit rate 0.2% among 330,000;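 active means inhibition of at least 40% at 10 µM in the primary screen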;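 further: plate controls were DMSO with enzyme for no effect and no enzyme wells for full effect; values of inactives mirror those of a sister screen read the other way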
# * = called active by the depositor.
SMILES,NALP3 yeast inh,TIM10 inh,hIAP block,hIAP act,tim10-1 inh,mIAP act,Apaf-1 inh,ATG4B inhibitor,mIAP inh
CC(Oc1ccccc1)C(=O)Nc1ccc(S(=O)(=O)N2CCN(C)CC2)cc1 (centres undefined),0,-2,2,0.98,2,0.97,4,-5,3
CC(=O)N1c2ccc(S(=O)(=O)N(C)CC(=O)NCc3ccc(C)cc3)cc2CC1C (centres undefined),-1,8,18,0.82,1,1,10,-4,-2
O=C(COC(=O)c1cc(Cl)ccc1Cl)Nc1ccc2[nH]c(=O)[nH]c2c1,10,5,-5,1.1,-22,0.98,5,-3,2
CC(=O)N1CCN(CC(=O)Nc2c(Cl)cc(Cl)cc2Cl)CC1,16,8,-5,1.1,0,1,-20,-8,0
Oc1ccccc1C=NCCCCCCN=Cc1ccccc1O,-1,-1,-2,1,14,0.94,-1,-8,6
O=C(N/N=C\c1cn(-c2ccccc2)nc1-c1ccccc1)c1ccc2c(c1)OCO2,4,-36,19,0.81,27,0.93,9,-1,7
C/C(CC(=O)NCc1ccco1)=N\NC(=O)Cc1ccccc1,0,-4,-6,1.1,5,1.1,11,-2,-7
S=C(c1ccccc1)N1CCCc2ccccc21,-9,-7,-14,1.1,16,1.1,3,3,-10
O=C(O)c1ccc(-n2cccc2)cc1O,-2,-3,-12,1.1,8,0.96,3,-7,4
CC1(C)CNC(=O)c2sc(N3CCCCC3)nc2C1,-2,11,-15,1.2,8,1,13,-4,0
Cc1ccc(NC(=O)Cc2cccs2)cc1Cl,47,-12,18,0.82,13,1.1,2,-2,-8
N#Cc1ccc(CN2CCN(C(=O)C3CC(=O)N(c4ccccc4F)C3)CC2)cc1 (centres undefined),-7,-3,-2,1,-11,0.95,1,-48,5
CN1C(=O)NC(c2cccc([N+](=O)[O-])c2)C2=C1CCCC2=O (centres undefined),-9,-1,-20,1.2,10,1,7,-5,-1
Cc1ncc(CO)c2cc(S(=O)(=O)c3ccc(F)cc3)c(=O)oc12,16,1,-5,1.1,23,1.1,-1,-4,-11
CCOC(=O)c1[nH]c(C)c(C(=O)OCC(=O)N(Cc2ccccc2)C(C)C)c1C,15,10,11,0.89,13,1,8,-23,-3
NS(=O)(=O)c1ccc(CNC(=O)c2ccncc2)cc1,2,5,20,0.8,3,0.94,-7,2,6
Cc1ccc(S(=O)(=O)c2cn(C)c3cc(N4CCOCC4)c(F)cc3c2=O)cc1,6,4,-6,1.1,10,0.95,-3,-6,5
COc1ccc(CCNC(=O)COC(=O)C2CC2C)cc1OC (centres undefined),11,9,-7,1.1,2,0.95,-15,2,5
Cc1ccc(NC2CC(C)NC(=S)N2)cc1 (centres undefined),12,1,29,0.71,-8,0.84,-3,3,16
COc1ccc(C(=O)Nc2ccc(Cl)cn2)cc1S(=O)(=O)N1CCCC1,13,-18,-7,1.1,14,1,4,0,-4
COc1ccc(NC(C)=O)cc1S(=O)(=O)Nc1ccc(C(=O)N2CCCC2)cc1,-1,-9,5,0.95,13,0.98,-17,1,2
COc1cccc(/C=C2\Oc3cc(OC(=O)N4CCOCC4)ccc3C2=O)c1,25,14,-10,1.1,25,0.94,21,-12,6
Cc1ccnc(NC(=O)c2ccc3c(c2)C(=O)N(CC(C)C)C3=O)c1,15,33,-10,1.1,19,0.95,-5,-5,5
CCOC(=O)c1c(C)[nH]c(NC(=O)N2CCOCC2)c1C,0,9,-62,1.6,2,1,-27,-7,-2
COCCCn1c(C)nnc1SCC(=O)Nc1ccc(C(C)=O)cc1,18,-3,-2,1,-15,1.1,-5,2,-6

# Shown as labelled records: part of the list above
> CC(=O)N1c2ccc(S(=O)(=O)N(C)CC(=O)NCc3ccc(C)cc3)cc2CC1C (centres undefined)
  NALP3 yeast inh: -1 | TIM10 inh: 8 | hIAP block: 18 | hIAP act: 0.82 | tim10-1 inh: 1 | mIAP act: 1 | Apaf-1 inh: 10 | ATG4B inhibitor: -4 | mIAP inh: -2
> O=C(COC(=O)c1cc(Cl)ccc1Cl)Nc1ccc2[nH]c(=O)[nH]c2c1
  NALP3 yeast inh: 10 | TIM10 inh: 5 | hIAP block: -5 | hIAP act: 1.1 | tim10-1 inh: -22 | mIAP act: 0.98 | Apaf-1 inh: 5 | ATG4B inhibitor: -3 | mIAP inh: 2
> CC(=O)N1CCN(CC(=O)Nc2c(Cl)cc(Cl)cc2Cl)CC1
  NALP3 yeast inh: 16 | TIM10 inh: 8 | hIAP block: -5 | hIAP act: 1.1 | tim10-1 inh: 0 | mIAP act: 1 | Apaf-1 inh: -20 | ATG4B inhibitor: -8 | mIAP inh: 0
> Oc1ccccc1C=NCCCCCCN=Cc1ccccc1O
  NALP3 yeast inh: -1 | TIM10 inh: -1 | hIAP block: -2 | hIAP act: 1 | tim10-1 inh: 14 | mIAP act: 0.94 | Apaf-1 inh: -1 | ATG4B inhibitor: -8 | mIAP inh: 6

# A different layout for three compounds above.
# Fields: NALP3 yeast inh | TIM10 inh | hIAP block | hIAP act | tim10-1 inh | mIAP act | Apaf-1 inh | ATG4B inhibitor | mIAP inh
- Cc1ccc(NC(=O)Cc2cccs2)cc1Cl
→ 47 | -12 | 18 | 0.82 | 13 | 1.1 | 2 | -2 | -8
- N#Cc1ccc(CN2CCN(C(=O)C3CC(=O)N(c4ccccc4F)C3)CC2)cc1 (centres undefined)
→ -7 | -3 | -2 | 1 | -11 | 0.95 | 1 | -48 | 5
- CN1C(=O)NC(c2cccc([N+](=O)[O-])c2)C2=C1CCCC2=O (centres undefined)
→ -9 | -1 | -20 | 1.2 | 10 | 1 | 7 | -5 | -1

# Back to the main list, starting 3 compounds before the break.
SMILES,NALP3 yeast inh,TIM10 inh,hIAP block,hIAP act,tim10-1 inh,mIAP act,Apaf-1 inh,ATG4B inhibitor,mIAP inh
Cc1ccnc(NC(=O)c2ccc3c(c2)C(=O)N(CC(C)C)C3=O)c1,15,33,-10,1.1,19,0.95,-5,-5,5
CCOC(=O)c1c(C)[nH]c(NC(=O)N2CCOCC2)c1C,0,9,-62,1.6,2,1,-27,-7,-2
COCCCn1c(C)nnc1SCC(=O)Nc1ccc(C(C)=O)cc1,18,-3,-2,1,-15,1.1,-5,2,-6
Cc1ccccc1-c1nc(-c2cccnc2)no1,-6,29,-19,1.2,20,0.95,7,-9,5
COc1cccc(NC(=O)[C@H](Cc2c[nH]c3ccccc23)NC(=O)[C@@H]2Cc3ccccc3CN2)c1,13,-5,23,0.77,-1,1,0,-30,-5
C/C(Cn1nnc([N+](=O)[O-])n1)=N\NC(=O)c1ccccc1Cl,-4,-1,-12,1.1,-9,0.93,-20,5,7
N#C/C(=C\Nc1ccc2c(c1)OCCO2)c1nc2ccccc2[nH]1,18,-26,6,0.94,-3,1.1,32,10,-5
CN(C(=O)CC1C(=O)NCCN1Cc1ccoc1)C1CCOCC1 (centres undefined),5,0,9,0.91,9,0.87,-4,-12,13
COc1cccc(S(=O)(=O)Nc2ccc(C(=O)Nc3ccncc3)cc2)c1,-1,1,-8,1.1,-10,1.1,3,-7,-7
CC(C)c1nc2ccccc2n1CCC(=O)O,9,-11,-4,1,2,0.97,-13,-5,3
COc1cnc(-c2ccccn2)nc1Oc1ccc(F)cc1F,22,4,13,0.87,11,1,11,9,-4
O=C(Nc1ccc([N+](=O)[O-])cc1)C(=O)Nc1cccc(C(=O)O)c1,-5,-2,15,0.85,28,1.1,-4,5,-10
O=C(Cc1ccccc1)NCC(=O)OCC(=O)c1ccc(Cl)cc1,18,2,-2,1,-3,1,-15,-10,0
Cc1ccc(S(=O)(=O)N/N=C/c2ccc(OS(=O)(=O)c3ccc(C)c([N+](=O)[O-])c3)cc2)cc1,18,2,9,0.91,0,1.1,10,12,-10
CSc1nc2sc3c(c2c(=O)n1CC(C)C)CC(C)(C)OC3,25,-8,-6,1.1,2,0.91,1,-10,9
O=C(NCCc1ccccc1F)/C(=C/c1cccnc1)NC(=O)c1ccccc1,-25,9,4,0.95,16,0.89,-16,-6,11
CCCOc1ccc(S(=O)(=O)NCc2ccc(OC)cc2)cc1,16,8,-3,1,28,1,5,-2,-4
COc1cccc(CNC(=O)C2CCN(S(=O)(=O)c3ccccc3)CC2)c1,9,3,6,0.94,16,0.91,-11,2,9
O=C1CCCC/C1=C\Nc1ccc(O)cc1,-7,0,-8,1.1,11,0.97,10,3,3
COc1ccc(N2CCN(CC(=O)c3ccc(Cl)cc3)CC2)cc1,1,-10,-8,1.1,18,1.1,13,-1,-12
CCOC(=O)c1oc2ccccc2c1N,32,-33,3,0.97,1,1,-5,-13,-2
Cc1csc(NC(=O)/C=C/c2ccc(C)o2)n1,12,13,-20,1.2,16,0.84,-5,-4,16
N#Cc1c(NC(=O)CSc2nnc(-c3ccco3)n2-c2ccccc2)sc2c1CCC2,5,6,10,0.9,10,0.81,23,13,19
O=C(NCC1CCCO1)C1CCN(c2ccc(S(=O)(=O)N3CCCC3)cc2)CC1 (centres undefined),7,8,5,0.95,4,1,-7,1,-2
CCCCC(=O)Nc1cc(OC)c(NC(=S)NC)cc1OC,5,13,15,0.85,5,0.97,2,-10,3
CCOc1cc(C(=O)N/N=C(\C)Cc2ccc(OC)cc2)cc(OCC)c1OCC,-3,16,0,1,6,0.96,-9,-16,3
COc1ccc(NS(=O)(=O)c2cc(Br)cc3c2N(C(C)=O)CC3)cc1,4,-3,-4,1,10,0.95,6,-1,5
COc1cccc(-c2cc(C(=O)NCc3ccco3)c3ccccc3n2)c1,30,-8,2,0.98,8,0.94,7,-4,6

# Taken from above:
# Apaf-1 inh result of CCCOc1ccc(S(=O)(=O)NCc2ccc(OC)cc2)cc1 : 5
# TIM10 inh result of COc1cccc(CNC(=O)C2CCN(S(=O)(=O)c3ccccc3)CC2)c1 : 3

# Next part:
SMILES,NALP3 yeast inh,TIM10 inh,hIAP block,hIAP act,tim10-1 inh,mIAP act,Apaf-1 inh,ATG4B inhibitor,mIAP inh
O=C1CC(C(F)(F)C(F)(F)C(F)(F)C(F)F)=Nc2ccccc2N1,10,-4,-7,1.1,11,1.1,-8,8,-6
COc1ccccc1NC(=O)CSc1nnc(Cn2cnc3ccccc32)n1C,3,2,8,0.92,14,1,1,-14,-1
Cc1cc(C)c2cc(CN(Cc3cccs3)Cc3nnnn3CC3CCCO3)c(=O)[nH]c2c1 (centres undefined),-10,17,-5,1.1,20,1.1,16,2,-6
C(=N\n1cnnc1)/c1cccnc1,9,2,10,0.9,6,0.98,-1,-1,2
COc1ccccc1/C=C/C(=O)NCc1cccnc1,3,-4,12,0.88,1,0.94,2,7,6
CCc1ccc(Nc2nc(N)nc(CSc3nnnn3-c3ccccc3)n2)cc1,23,15,-11,1.1,24,0.92,-2,-10,8
CC(=O)c1ccc(-c2ccc(C(=O)N(C)c3c(N)n(Cc4ccccc4)c(=O)[nH]c3=O)o2)cc1,7,-7,-10,1.1,4,0.95,2,-10,5
O=C(CS(=O)(=O)c1ccccc1)NCc1ccco1,20,3,-7,1.1,12,0.92,-16,14,8
Cc1nn(-c2ccccc2)c2c1C(c1c(C)[nH]c(C#N)c1C)C(C#N)=C(N)O2 (centres undefined),8,17,8,0.92,24,0.83,0,-15,17
c1ccc(CSc2nnc(-c3cccs3)n2Cc2ccco2)cc1,-103,23,-2,1,40,0.95,3,58*,5
